TDP1 inh: blocks human tyrosyl-DNA phosphodiesterase 1; AID 485290; recombinant TDP1, AlphaScreen DNA substrate cleavage; 350,000 tested, 0.28% active; Q9NUW8; Potency, µM (titrated, usually from 130 µM), for the others: top-dose activity change, negative = inhibition, hits mostly inhibitors; also: nearly all actives have a fitted effect of over 40% in size
Target sequence (Q9NUW8 whole entry, looked up): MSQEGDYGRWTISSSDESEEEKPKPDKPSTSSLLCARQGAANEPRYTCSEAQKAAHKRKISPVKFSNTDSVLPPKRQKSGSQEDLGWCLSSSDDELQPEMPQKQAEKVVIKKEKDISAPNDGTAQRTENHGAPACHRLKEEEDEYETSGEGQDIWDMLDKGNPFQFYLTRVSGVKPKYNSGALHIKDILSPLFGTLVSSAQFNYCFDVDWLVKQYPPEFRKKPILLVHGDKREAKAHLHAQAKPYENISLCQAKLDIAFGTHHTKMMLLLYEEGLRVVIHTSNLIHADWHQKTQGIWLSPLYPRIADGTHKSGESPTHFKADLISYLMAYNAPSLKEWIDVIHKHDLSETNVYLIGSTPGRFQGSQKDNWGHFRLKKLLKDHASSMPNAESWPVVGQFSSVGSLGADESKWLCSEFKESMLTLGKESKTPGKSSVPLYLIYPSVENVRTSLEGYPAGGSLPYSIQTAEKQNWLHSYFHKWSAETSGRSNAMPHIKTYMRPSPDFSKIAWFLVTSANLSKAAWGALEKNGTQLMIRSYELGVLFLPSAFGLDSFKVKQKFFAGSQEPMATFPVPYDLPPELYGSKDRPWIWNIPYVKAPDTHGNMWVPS
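AlphaScreen read-out: signal falls as enzyme removes the 3' tyrosine-FITC from a 5'-biotinylated DNA oligo (15 nM, 5 min, RT). Enzyme was E. coli-made recombinant Tdp1 at 1 nM, exposed to compound for 15 min beforehand; beads 10 ug/ml, 10 min.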
TDP1 cell noCPT: qHTS for Inhibitors of human tyrosyl-DNA phosphodiesterase 1 (TDP1): qHTS in cells in absence of CPT. Potency, µM (series often up to 46.2 µM), without a hit: at the top dose activity change, negative = growth inhibition, most hits filed as inhibitors. DT40 Tdp1-/- hTDP1 cells, no CPT, ATP luminescence, 48 h. 420,000 tested, 15% active. AID 686978, 2013; also: nearly all actives have a fitted effect of over 55% in size
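Compound effects on proliferation are scored in DT40 Tdp1-/-;hTDP1 cells in the absence of CPT. ATP levels (CellTiter-Glo luminescence) are recorded after a ≥48 hr, 37 °C incubation.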
TDP1 cell CPT: growth inhibition of DT40 Tdp1-/-;hTDP1 cells with camptothecin (screen for TDP1 inhibitors); Potency, µM (series often up to 46.2 µM), for the others: at the top dose activity change, negative = growth inhibition, actives largely listed as inhibitors; chicken DT40 Tdp1-/-;hTDP1 cells + 20 nM CPT, ATP luminescence, 48 h; 420,000 tested, 12% active; also: nearly all actives have a fitted effect of over 55% in size
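Cell growth measured by CellTiter-Glo luminescence after a minimum 48 h, 37 C compound exposure with 20 nM CPT in Tdp1-knockout DT40 cells stably expressing hTDP1, seeded 400/well; qHTS titration format.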
The depositor's hits bear a star; ? = inconclusive; / = no result given; & = joins results of further samples; [ ] = dose if it differs, or a comment. Calls follow the shape of the dose curve; as a rule, active = well fitted curve in the direction sought with a large enough effect; inconclusive = small, poorly fitted or top-dose-only effect, or another doubt; inactive = no such curve, though single readings can be large; an effect the other way counts as inactive or inconclusive. % is scaled to controls: 0 for no effect and ±100 for the full control effect; potency is read from the fitted curve at half-maximal effect.

Start of the data: the first six compounds, ahead of the listing:
Every second line gives: TDP1 inh, TDP1 cell noCPT, TDP1 cell CPT
CCN(CC)c1ccc(N=Cc2c(O)n(-c3ccc(Cl)cc3)c(=O)[nH]c2=O)cc1
    0%, ?, 21µM*
COC(=O)C1=C(c2ccc(F)cc2OCc2ccccc2)C[C@@H]2CC[C@H]1N2C(=O)NCc1ccc(OC)cc1
    0%, ?, ?
O=C1NC(=O)C(Nc2ccc(Cl)c(Cl)c2)C(=O)N1
    /, -2%, 11%
CN(C)C(=O)Oc1ccc2c(c1)O/C(=C\c1ccccc1)C2=O
    /, 1%, -7%
Cc1cc(O)c2c(C)c(CC(=O)N3C[C@H]4C[C@@H](C3)c3cccc(=O)n3C4)c(=O)oc2c1
    /, -9%, -4%
COC(=O)C1=C(c2ccc(Cl)c(C(F)(F)F)c2)C[C@@H]2CC[C@H]1N2C(=O)NCCOc1ccccc1Cl
    2%, ?, ?

Results, repeating the preview:
Every second line gives: TDP1 inh, TDP1 cell noCPT, TDP1 cell CPT
CCN(CC)c1ccc(N=Cc2c(O)n(-c3ccc(Cl)cc3)c(=O)[nH]c2=O)cc1
    0%, ?, 21µM*
COC(=O)C1=C(c2ccc(F)cc2OCc2ccccc2)C[C@@H]2CC[C@H]1N2C(=O)NCc1ccc(OC)cc1
    0%, ?, ?
O=C1NC(=O)C(Nc2ccc(Cl)c(Cl)c2)C(=O)N1
    /, -2%, 11%
CN(C)C(=O)Oc1ccc2c(c1)O/C(=C\c1ccccc1)C2=O
    /, 1%, -7%
Cc1cc(O)c2c(C)c(CC(=O)N3C[C@H]4C[C@@H](C3)c3cccc(=O)n3C4)c(=O)oc2c1
    /, -9%, -4%
COC(=O)C1=C(c2ccc(Cl)c(C(F)(F)F)c2)C[C@@H]2CC[C@H]1N2C(=O)NCCOc1ccccc1Cl
    2%, ?, ?
O=c1[nH]c2ccccc2n1C1CCN(C(c2cccs2)c2nnnn2Cc2ccccc2)CC1 (configuration not stated)
    /, 15µM*, 18µM*
CCOC(=O)c1cn2nc(OP(=S)(OCC)OCC)cc2nc1C
    2%, ?, ?
Cc1cccc(NC(=O)c2ccc(F)c(S(=O)(=O)N3CCN(c4ccc(F)cc4)CC3)c2)c1
    0%, 16µM*, ?
C=CC1CN2CCC1CC2C(OC(C)=O)c1ccnc2ccc(OC)cc12 (configuration not stated)
    6%, -8%, -1%
O=c1[nH]c(=O)n(-c2ccc(Cl)cc2)c(O)c1C=NCCN1CCCCC1
    2%, 0%, -9%
Cn1c(N2CCNCC2)nc2ccccc21
    4%, -13%, -17%
C[C@@H]1CN([C@H](C)CO)C(=O)c2c(c3ccccc3n2C)-c2ccccc2CO[C@H]1CN(C)Cc1ccc(-c2ccccc2)cc1
    /, 21µM*, 18µM*
FC(F)(F)c1ccccc1N1CC1c1ccncc1 (configuration not stated)
    /, -1%, -28%
O=c1oc2ccccc2c(O)c1C(c1ccccc1O)c1c(O)c2ccccc2oc1=O
    5%, -18%[9.04 µM], 9%[9.04 µM]
COC(=O)C1=C(c2ccc(S(C)(=O)=O)cc2)C[C@@H]2CC[C@H]1N2C(=O)NCc1ccccc1
    /, -19%, -16%
COc1ccc(-c2nn3c(=O)cc(CN4CCN(C(=O)COc5ccc(F)cc5)CC4)nc3s2)cc1
    0%, ?, -28%
COc1ccc(CN2CCc3nc(N4CCN(c5ccc(F)cc5)CC4)ncc3C2)c(OC)c1OC
    4%, 4.6µM*, 5.8µM*
CNCCc1cnc[nH]1
    14%&7%&5%, -14%&-9%, 18%&-3%
Oc1ccc(-c2cccnc2)cc1CNC1CN2CCC1CC2 (configuration not stated)
    /, -28%, -2%
CC(C)C[C@H]1CN(CCCC[C@H]2CNC(=O)C(=O)N2CCC2CCCCC2)C(=O)C(=O)N1CCC1CCCCC1
    /, 21µM*, ?
COc1ccc(C(=O)Nc2ccccc2-c2nnn(CC(=O)Nc3ccc4c(c3)OCCO4)n2)cc1
    0%, ?, ?
O=P1(N(CCCl)CCCl)NC(OO)CCO1 (configuration not stated)
    /, ?, ?
COc1ccccc1CN1CCCC2(CCN(C(=O)Oc3ccccc3)CC2)C1
    /, -18%, 9%
Cc1[nH]c2ccccc2c1CCNCc1cccnc1
    6%, -2%, 3%
Cc1o[nH]c(=O)c1C[C@H](N)C(=O)O
    -4%, 0%&-5%&0%, 6%&1%&5%
O=C(Nc1cccc(F)c1)N1CC2(CCNCC2)C1
    /, 8.2µM*, 8.2µM*
C=CCN1CCC2(C)c3cc(O)ccc3CC1[C@@H]2C (some centres not stated)
    16%, ?, ?
O=C(COc1ccccc1[N+](=O)[O-])N1CCN(CCc2ccccn2)CC1
    -3%, 4%, -3%
Cc1nnc2n1-c1ccc(Cl)cc1C(c1ccccc1Cl)=NC2
    /, -3%, -3%
CCN(CC)C(=O)c1ccc(NC(=O)c2cccc(S(=O)(=O)N3CCN(Cc4ccccc4)CC3)c2)cc1
    /, 13µM*, 18µM*
CC1CCN(CCc2nc3ccccc3[nH]2)CC1
    /, -2%, 19%
CC(C)CCCC(C)C1CCC2C3C(=O)C=C4CC(O)CC[C@@]4(C)C3CC[C@@]12C (some centres not stated)
    12%[56.1 µM], -28%, -14%
O=C(NC1CN2CCC1CC2)c1cc(Cl)c([N+](=O)[O-])c2nc[nH]c12 (configuration not stated)
    3%, ?, ?
CCCCn1c(NC(=O)c2ccco2)c(C(=O)OCC)c2nc3ccccc3nc21
    -4%, 4.6µM*, 9.2µM*
CCc1cc2c(s1)NC(=O)CN=C2c1cccs1
    3%, ?, ?
COCCOC(=O)c1c(C)oc2ccc(OC(=O)N(C)C)cc12
    4%, -28%, -18%
CCn1ccnc1CN1CCCC(C(=O)c2cc(C)c(OC)c(C)c2)C1 (configuration not stated)
    3%, 21µM*, ?
CC(=O)O[C@H]1CC[C@@]2(C)C(=CC(=O)C3C2CC[C@@]2(C)C3C[C@H](OC(C)=O)[C@@H]2OC(C)=O)C1 (some centres not stated)
    -1%, ?, ?
COC(=O)C1=C(c2cccc(OCc3ccccc3)c2)C[C@@H]2CC[C@H]1N2C(=O)NCc1ccc(Cl)cc1
    0%, ?, ?
CC1CC[C@]2(NC1)OC1CC3C4CC=C5CC(O)CC[C@@]5(C)C4CC[C@]3(C)C1C2C (some centres not stated)
    5%, 5%, 12%
COc1ccc(-n2c(/C=C/c3cccc(F)c3)nc3ccccc3c2=O)cc1Cl
    0%, ?, 21µM*
COc1ccc(-c2ccc3c(c2)CN(C(=O)C(C)(C)C)Cc2cnnn2-3)cc1
    /, ?, ?
CC(C)OC(=O)c1c(N)n(CC2CCCO2)c2nc3ccccc3nc12 (configuration not stated)
    3%, ?, ?
CC(C)N1OC2CC1c1nc3ccccc3n1C2 (configuration not stated)
    0%, -9%, -17%

Shown as labelled records: entries from further up.
Compound: O=C(NC1CN2CCC1CC2)c1cc(Cl)c([N+](=O)[O-])c2nc[nH]c12 (configuration not stated)
  TDP1 inh = 3%
  TDP1 cell noCPT = ?
  TDP1 cell CPT = ?

Compound: COC(=O)C1=C(c2ccc(Cl)c(C(F)(F)F)c2)C[C@@H]2CC[C@H]1N2C(=O)NCCOc1ccccc1Cl
  TDP1 inh = 2%
  TDP1 cell noCPT = ?
  TDP1 cell CPT = ?

Next section.
canonical_smiles,TDP1 inh,TDP1 cell noCPT,TDP1 cell CPT
CCC1=Nc2cc(C(=O)N3CCC4(CC3)OCCO4)ccc2Sc2ccc(Br)cc21,6%,?,?
CN1CCc2c([nH]c3ccccc23)C1,-5%,-6%,-7%
CS(=O)(=O)c1ccc(C(=O)C2C(=O)CCCC2=O)c([N+](=O)[O-])c1,/,?,-30%[92.5 µM]
NNc1ccccc1,21%&-2%,1%,-13%
COc1cc(CC2C(=O)N(C)C(=O)N(C)C2=O)ccc1OCc1ccccc1,-1%,-19%,?
Cc1nn(Cc2ccccc2Cl)c(C)c1C(=O)NC1CCCc2ccccc21 (configuration not stated),-2%,-9%,-2%
CC(C)N1C(=O)c2ccccc2NS1(=O)=O,8%,-7%,6%
CO[C@H]1[C@@H](OC)CC(OC2OC(CO)C(O)C(O)C2O)/C(=C\C#N)[C@@H]1O (some centres not stated),8%,-3%,0%
c1cncc(C2CCCCN2)c1 (configuration not stated),10%&4%&-5%,3%&-11%&5%,-6%&-22%&1%
O=C(N/N=C/c1c(O)n(CCc2ccc(F)cc2)c(=O)[nH]c1=O)c1ccncc1,11%,-18%,-4%
CCC(=O)Nc1ccccc1-c1nc2ccccc2n(C(CC)C(=O)Nc2cccc(Cl)c2)c1=O (configuration not stated),3%,21µM*,26µM*
CS(=O)(=O)c1ccc(C2=C(CNC(=O)c3nccs3)[C@H]3CC[C@@H](C2)N3CCOc2ccccc2)cc1,/,?,-16%
COc1ccc(-n2nc(C(=O)NCC(=O)N3CCC4(CC3)OCCO4)c3ccccc3c2=O)c(OC)c1,-13%,-18%,-12%
O=C1NC(=O)C(CCc2ccncc2)(Cc2cccc(Cl)c2Cl)C(=O)N1c1ccc(Br)cc1 (configuration not stated),3%,5.8µM*,4.6µM*
O=C1CC(=O)N(c2ccc(Cl)cc2)C(=O)N1,/,5%,2%
CCCCCSc1cc(OC)c(CCN(C)C)cc1OC,9%,?,?
CC[C@]1(O)C(=O)OCc2c1cc1n(c2=O)Cc2cc3ccccc3nc2-1,12%[56.1 µM],0.021µM*,0.017µM*
CN1CCCN(C(=O)COc2ccccc2Br)CC1,1%,0%,5%
N=C1c2ccccc2CN1NC(=O)C1CC1,3%,-5%,-5%
CN1CCc2nc(SCc3cccc(Br)c3)c(C#N)cc2C1,5%,18µM*,?
[O]=[Sb]([OH])([OH])[c]1ccccc1,?,-6%,3%
Cc1ccsc1C(=O)C1CCCN(Cc2cnc(N3CCCC3)s2)C1 (configuration not stated),4%,18µM*,12µM*
O=[N+]([O-])c1ccccc1CNCCc1ccc(F)cc1,-1%,-23%,-10%
COc1cccc(-n2c(CN3CCN(C)CC3)nc3ccc([N+](=O)[O-])cc3c2=O)c1,-1%,?,?
Cn1c(=O)oc2cc(S(=O)(=O)N3CCC(C(=O)Nc4ccc(OC(F)(F)F)cc4)CC3)ccc21,3%,?,?
COc1ccccc1N(CC(=O)NC1CCCC1)C(=O)c1cnn(C(C)C)c1,0%,-8%,-15%
CCN1C(=O)C(=C2C=C(C)N(Cc3ccco3)C(C)=C2)C(=O)N(CC)C1=S,-1%,?,0%
CC(=O)c1cccc(OCC(=O)N2CCN(CC(=O)Nc3cccc(F)c3)CC2)c1,0%,?,-5%
O=C1NC2NC(=O)N([N+](=O)[O-])C2N1 (configuration not stated),0%,5%,20%
Cc1ccc(C(O)(C(=O)NNC(=O)CN2CCN(C)CC2)c2ccc(C)cc2)cc1,2%,13%,2%
C[C@]12CCC(=O)CC1CCC1C2CC[C@]2(C)C(OC(=O)CCC(=O)O)CCC12 (some centres not stated),/,-29%,17%
CCOC(=O)[C@]12Cc3ccccc3[C@H]1N(C(C)C)C(=O)c1cc(OC)ccc12,/,15µM*,23µM*
COc1ccc(-c2nc(CSCC(=O)N3CCN(c4ccc(F)cc4)CC3)c(C)o2)cc1,10%,8.2µM*,13µM*
CCc1ccc(NC(=S)NC2CC3CCC(C2)N3Cc2ccco2)cc1 (configuration not stated),1%,23µM*,18µM*
COc1ccc2c(c1O)-c1c(OC)c(OC)cc3c1[C@@H](C2)N(C)CC3,4%[56.1 µM],-4%,-17%
COc1ccccc1/C=C1/C(=N/O)C2CCN1CC2,-3%,-14%,-12%
c1ccc2c(c1)sc1ccccc12,-3%[56.1 µM],-26%,?
OC1(c2ccc(F)cc2)CCNC1 (configuration not stated),1%,-9%,-3%
C[C@@H]1CN([C@H](C)CO)C(=O)CCCn2nncc2CO[C@H]1CN(C)C(=O)Oc1ccccc1,/,-5%,-5%
COc1ccc(N2C(=O)NC(=O)/C(=C\c3cn(CC(=O)N4CCOCC4)c4ccccc34)C2=O)c(OC)c1,/,-18%,?
CN1CC(C(=O)c2ccccc2)C(c2ccccc2)C1 (configuration not stated),/,?,?
COC(=O)[C@H]1C[C@@H]1[C@H](NP(=O)(c1ccccc1)c1ccccc1)c1ccccc1,-1%&6%,?,?
CC(C)c1c(C(=O)N(C)Cc2cccc3ncccc23)cnn1-c1nccc(-c2ccccc2F)n1,/,8.2µM*,4.1µM*
CCCCc1nc2ccccc2c(=O)n1-c1cccc(OC)c1,2%[12.3 µM],18µM*,16µM*
COc1ccccc1S(=O)(=O)N(C)C[C@@H]1Oc2cc(C#CCC(C)C)ccc2S(=O)(=O)N([C@H](C)CO)C[C@@H]1C,/,?,?
CCCNC(=O)N1[C@H]2CC[C@@H]1C(C(=O)OC)=C(c1ccc(OC(F)(F)F)cc1)C2,1%,15µM*,?

Screening results deposited in PubChem BioAssay by National Center for Advancing Translational Sciences (NCATS).

This is a subset; rates above refer to the full screens.
